# IL2 activator: activates IL-2 in a cell-based reporter assay | IL-2 activation reporter assay, cell-based qHTS; stimulated with anti-CD3/CD4/CD28 beads; in transgenic mouse T cells | activation, % (series mostly up to about 46 µM) | actives 0.065% (n = 360,000) | AID 652025; in the data active = activation above about 50%; inconclusive = mostly about 30% to 49%; note: 0% is about no effect
#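 Unstimulated transgenic mouse T cells, 750 per well, received compound and, after 60 minutes, anti-CD3/anti-CD4 bead plus anti-CD28 stimulation. EGFP and DsRed were quantified after 18 hours.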
# EPAC1 antagonist: EPAC1 (human) antagonism. O95398. EPAC1 GEF assay, Rap1b-BODIPY-GDP exchange fluorescence. Potency, µM (highest dose often 115 µM), inactives show top-dose activity change, negative = inhibition, usual class: inhibitors. actives 0.14% (n = 360,000);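 note: potency is the fitted concentration of half-maximal effect; plate controls were vehicle for no effect and positive control for full effect; nearly all actives have a fitted effect of over 50% in size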
# Target sequence (O95398 whole entry, looked up): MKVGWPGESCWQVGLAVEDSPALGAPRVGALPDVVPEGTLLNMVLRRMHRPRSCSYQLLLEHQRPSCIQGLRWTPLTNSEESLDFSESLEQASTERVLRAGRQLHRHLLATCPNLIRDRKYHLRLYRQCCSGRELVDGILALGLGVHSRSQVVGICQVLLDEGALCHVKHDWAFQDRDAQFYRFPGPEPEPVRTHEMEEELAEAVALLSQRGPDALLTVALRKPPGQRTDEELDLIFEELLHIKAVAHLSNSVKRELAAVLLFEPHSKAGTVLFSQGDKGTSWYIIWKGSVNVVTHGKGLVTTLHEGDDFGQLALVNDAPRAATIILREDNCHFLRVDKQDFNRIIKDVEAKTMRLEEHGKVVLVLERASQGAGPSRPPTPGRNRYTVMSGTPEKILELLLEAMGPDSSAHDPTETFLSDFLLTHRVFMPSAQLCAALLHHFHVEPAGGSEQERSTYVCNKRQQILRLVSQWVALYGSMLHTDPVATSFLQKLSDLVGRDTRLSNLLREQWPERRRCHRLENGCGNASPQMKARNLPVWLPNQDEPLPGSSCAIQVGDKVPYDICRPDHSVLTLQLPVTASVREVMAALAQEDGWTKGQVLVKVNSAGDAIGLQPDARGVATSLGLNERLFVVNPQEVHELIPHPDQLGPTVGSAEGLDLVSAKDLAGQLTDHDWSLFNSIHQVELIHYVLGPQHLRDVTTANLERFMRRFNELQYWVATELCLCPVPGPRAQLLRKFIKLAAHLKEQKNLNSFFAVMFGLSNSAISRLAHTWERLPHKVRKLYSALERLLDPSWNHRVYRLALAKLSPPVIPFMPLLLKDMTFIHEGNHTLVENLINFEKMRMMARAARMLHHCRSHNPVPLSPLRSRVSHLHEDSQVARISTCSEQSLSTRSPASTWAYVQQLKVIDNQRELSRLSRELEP
# EPAC1 ag: activates human EPAC1 exchange factor; O95398; EPAC1 agonist qHTS, biochemical assay; response scale: 100% = response to 6.5 mM cAMP; Potency, µM (series often up to 154 µM), for inactives: at the highest dose activation, actives largely listed as activators; actives 0.073% (n = 360,000); AID 720707; note: potency is the fitted concentration of half-maximal effect; nearly all actives have a fitted effect of over 60% in size
#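 Fluorescent GDP-exchange assay: 100 nM EPAC1 with 250 nM Rap1B preloaded with BODIPY-GDP and 50 uM GDP; compounds tested as concentration series, 5 min at room temperature, then read every 5 min for 30 min (ex 480/em 540 nm); normalized to 6.5 mM cAMP.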
# PLK1 PBD inh: PLK1 (human) polo-box domain binding inhibition. actives 2.8% (n = 360,000). Potency, µM, for inactives: max response, negative = inhibition, most hits filed as inhibitors. AID 720504. Plk1 PBD binding of FITC phosphopeptide, fluorescence polarization; note: potency is the fitted concentration of half-maximal effect; series mostly up to about 57 µM; % is set by controls: 0 for no effect and ±100 for the full control effect; nearly all actives have a fitted effect of over 65% in size
# PI5P4Ka inh: blocks human PI5P4K alpha kinase activity; P48426; AID 652105; max response, %; actives 1.2% (n = 330,000); PI5P4Kalpha enzyme, ADP-Glo luminescence, 60 min; stronger effect = lower value; active = max response of -50% or lower; inconclusive = between -30% and -50%; inactive = -30% or higher; note: value at the top dose of about 77 µM; % is set by controls: 0 for no effect and ±100 for the full control effect
#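 Human PI5P4Kalpha with substrate in 0.038 M HEPES pH 7.4, 0.28 mM EGTA, 0.1% CHAPS, 5% DMSO; reaction started with 5 microM ATP (final), 60 min at room temperature. ADP formed read by ADP-Glo luminescence.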
# WRN helicase inh: blocks human WRN helicase; Q14191; WRN helicase unwinding, fluorescent forked duplex, kinetic; Potency, µM (doses to about 114 µM), for the others: top-dose activity change, negative = inhibition, hits mostly inhibitors; AID 651768; actives 0.46% (n = 360,000); note: potency is the fitted concentration of half-maximal effect; % is set by controls: 0 for no effect and ±100 for the full control effect; nearly all actives have a fitted effect of over 55% in size
#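 Primary qHTS, 1536-well format. 20 nM WRN + compound, 15 min RT; start with 100 nM forked fluorophore/quencher duplex, 2 mM ATP (final); kinetic read ex 525/em 598 nm.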
# EPAC2 agonist: activates human EPAC2 exchange factor | actives 0.079% (n = 360,000) | EPAC2 activation, biochemical qHTS; response scale: 100% = 6.5 mM cAMP response | Q8WZA2 | Potency, µM (titrated, usually from 154 µM), for inactives: at the top dose activation, hits mostly activators | AID 720711; note: potency is the fitted concentration of half-maximal effect; nearly all actives have a fitted effect of over 50% in size
#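 Setup: EPAC2 100 nM, labeled Rap1B complex 250 nM, free GDP 50 uM. Compound titrations pinned in, brief spin, 5 min room temperature incubation. Kinetic fluorescence read over 30 min, normalized to 6.5 mM cAMP.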
# CCT chaperon mod: modulators of cytosolic chaperonin (CCT/TRiC) activity. purified chaperonin ATPase assay, HTRF ADP detection, 30 min. activity change, % (concentration not given with the values), hits read low. actives 0.3% (n = 360,000); in the data active = activity change below about -30%; note: % is set by controls: 0 for no effect and ±100 for the full control effect
#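 Nucleotide hydrolysis assay: TRiC at 20–40 nM final (set by batch activity) with 10 uM ATP, 30 min at 37 °C, in presence of 76 uM compound. Detection by competitive ADP HTRF, 30 min ambient.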
# The depositor's hits bear a star; ? = inconclusive; . = no result given; [ ] = dose if it differs, or a comment. Unless noted, calls come from the whole dose curve; as a rule, active = well fitted curve in the direction sought with a large enough effect; inconclusive = small, poorly fitted or top-dose-only effect, or another doubt; inactive = no such curve, though single readings can be large; an effect the other way counts as inactive or inconclusive.
SMILES,IL2 activator,EPAC1 antagonist,EPAC1 ag,PLK1 PBD inh,PI5P4Ka inh,WRN helicase inh,EPAC2 agonist,CCT chaperon mod
CCOC(=O)COc1nc(-c2ccc(C)cc2)cc(-c2ccco2)c1C#N,-0.7,-10%,2%,4%,-1,-6%,-3%,2.0
CCOc1ccc(C(=O)N/N=C/c2ccc(SC)cc2)cc1,2.5,5%,9%,-9%,1,6%,1%,-1.8
CC(=O)Nc1cccc(C(=O)OCC(=O)NCc2ccc(F)cc2)c1,0.0,9%,0%,-30%,-7,0%,8%,-5.1
O=C(O)c1ccccc1OCc1nc2ccccc2s1,-2.7,2%,5%,3%,-3,-11%,13%,0.6
O=C(NC1CCCC1)C(c1ccncc1)N(C(=O)c1csnn1)c1cccc(Cl)c1 (stereo not drawn),-0.5,2%,3%,2%,-1,5%[57.1 µM],7%,-3.6
CCC1=C2CC[C@H]3C(=O)N(C)C(=O)[C@H]3[C@H]2[C@@]2(Cc3ccccc3)C(=NCC(=O)OC)OC(=O)N2C1=O,-0.7,-11%,-14%,-4%,0,5%,-2%,-0.2
COc1cc(/C=C2\SC(=S)N(NC(=O)c3cccnc3)C2=O)ccc1O,0.6,-9%,2%,31%[activator],-23,50µM*,1%,-1.7
CN1CCN(C(=S)C(=O)Nc2ccc(Br)cc2)CC1,-3.6,-11%,9%,2.4µM*,-56*,45µM*,2%,-1.3
COc1cc(/C=N/n2nnnc2N)ccc1OCC#N,-0.3,-21%,9%,4%,2,2%,2%,1.3
Cc1nc(SCc2nc3ccc(C(=O)c4ccccc4)cc3[nH]2)c2oc3ccccc3c2n1,-3.1,11%,11%,.,.,.,10%,.
Cc1cc(C)c(Cn2c(=O)n(CCCC(=O)NCc3ccco3)c(=O)c3sccc32)c(C)c1,-2.8,0%,-7%,-8%,-2,-10%,-3%,1.9
Cc1cc(Cl)ccc1NC(=O)CN1CCCC1,-1.7,8%,2%,-10%,-2,6%,4%,-0.6
COc1ccccc1N1CCN(C2CCCN(C(=O)c3cc(C)oc3C)C2)CC1 (stereo not drawn),-2.1,8%,-4%,-1%,9,-15%,4%,2.1
CCNC(=O)COc1ccc(-c2ccccc2)cc1,-0.2,6%,-4%,?,2,-4%,-7%,0.6
Cc1ccc(CN2CCSc3sccc3C2=O)cc1,-0.6,-12%,1%,-14%,-1,-8%,6%,0.6
COC(=O)c1ccc(NC(=O)Cn2c(-c3nonc3N)nc3ccccc32)cc1,-1.0,-11%,-9%,-15%,-9,-7%,5%,1.7
O=[N+]([O-])c1ccc(S(=O)(=O)NCCc2ccncc2)cc1,0.7,-3%,11%,-1%,1,-2%,4%,1.5
COCc1nnc(SCC(=O)NCc2ccccc2)n1-c1ccccc1,0.2,1%,7%,0%,.,-11%,2%,-2.6
COc1cc(CN2CCN(c3cccc(C)c3C)CC2)cc(Br)c1O,-2.9,-17%,27%,3%,.,-10%,23%,-0.4
CCN(CC)CC(=O)Nc1nn(-c2ccccc2)nc1C(N)=O,1.2,3%,-10%,0%,3,-9%,5%,0.0
COCCCNC(=O)CC(C)c1ccccc1 (stereo not drawn),0.5,-17%,4%,-6%,-7,4%,-5%,-0.8
Cc1cc(Cl)c(S(=O)(=O)NCC2CCCO2)cc1OCC(N)=O (stereo not drawn),-1.2,0%,1%,-1%,-1,1%,-5%,1.7
CCC(C)C(NC(=O)c1ccccc1NC(=O)c1ccccc1)C(=O)N1CCOCC1 (stereo not drawn),-0.2,-1%,-14%,3%,2,2%,-8%,-1.1
Nc1ncnc2c1ncn2[C@@H]1O[C@H](CNCc2ccccc2OCC(=O)N2CCCCC2)[C@@H](O)[C@H]1O,-0.4,-7%,-7%,-14%,4,2%,9%,-0.2
COc1ccc(OC)c(N/C(C)=C/C(=O)c2ccncc2)c1,0.6,-3%,-5%,-5%,-1,-22%,9%,-6.2
CC(=O)Oc1ccc2c(c1)CCC1C2CCC2(C)C(OC(C)=O)CCC12 (stereo not drawn),-0.6,0%,-20%,-12%,16,5%,6%,-0.4
O=C(CN1C2=NCCN2c2ccccc21)c1ccc2c(c1)OCO2,2.9,20%,-1%,-8%,.,-13%,4%,-5.9
CC(C)Cn1cc(-c2cncc3nccn23)cn1,0.1,2%,8%,-13%,1,-3%,-1%,-2.8
COc1cc(Cl)c(C)cc1NC(=O)COc1cc(C)nc(C(C)C)n1,0.2,4%,7%,1%,4,-3%,-3%,1.1
Cc1cccc(C)c1NC(=O)COc1ccccc1C(=O)Nc1ccc(Br)cn1,-2.2,-9%,-11%,-7%,-6,-7%,5%,-0.5

# Reprinted from above (15 entries):
SMILES,IL2 activator,EPAC1 antagonist,EPAC1 ag,PLK1 PBD inh,PI5P4Ka inh,WRN helicase inh,EPAC2 agonist,CCT chaperon mod
Cc1cc(Cl)ccc1NC(=O)CN1CCCC1,-1.7,8%,2%,-10%,-2,6%,4%,-0.6
COc1ccccc1N1CCN(C2CCCN(C(=O)c3cc(C)oc3C)C2)CC1 (stereo not drawn),-2.1,8%,-4%,-1%,9,-15%,4%,2.1
CCNC(=O)COc1ccc(-c2ccccc2)cc1,-0.2,6%,-4%,?,2,-4%,-7%,0.6
Cc1ccc(CN2CCSc3sccc3C2=O)cc1,-0.6,-12%,1%,-14%,-1,-8%,6%,0.6
COC(=O)c1ccc(NC(=O)Cn2c(-c3nonc3N)nc3ccccc32)cc1,-1.0,-11%,-9%,-15%,-9,-7%,5%,1.7
O=[N+]([O-])c1ccc(S(=O)(=O)NCCc2ccncc2)cc1,0.7,-3%,11%,-1%,1,-2%,4%,1.5
COCc1nnc(SCC(=O)NCc2ccccc2)n1-c1ccccc1,0.2,1%,7%,0%,.,-11%,2%,-2.6
COc1cc(CN2CCN(c3cccc(C)c3C)CC2)cc(Br)c1O,-2.9,-17%,27%,3%,.,-10%,23%,-0.4
CCN(CC)CC(=O)Nc1nn(-c2ccccc2)nc1C(N)=O,1.2,3%,-10%,0%,3,-9%,5%,0.0
COCCCNC(=O)CC(C)c1ccccc1 (stereo not drawn),0.5,-17%,4%,-6%,-7,4%,-5%,-0.8
Cc1cc(Cl)c(S(=O)(=O)NCC2CCCO2)cc1OCC(N)=O (stereo not drawn),-1.2,0%,1%,-1%,-1,1%,-5%,1.7
CCC(C)C(NC(=O)c1ccccc1NC(=O)c1ccccc1)C(=O)N1CCOCC1 (stereo not drawn),-0.2,-1%,-14%,3%,2,2%,-8%,-1.1
Nc1ncnc2c1ncn2[C@@H]1O[C@H](CNCc2ccccc2OCC(=O)N2CCCCC2)[C@@H](O)[C@H]1O,-0.4,-7%,-7%,-14%,4,2%,9%,-0.2
COc1ccc(OC)c(N/C(C)=C/C(=O)c2ccncc2)c1,0.6,-3%,-5%,-5%,-1,-22%,9%,-6.2
CC(=O)Oc1ccc2c(c1)CCC1C2CCC2(C)C(OC(C)=O)CCC12 (stereo not drawn),-0.6,0%,-20%,-12%,16,5%,6%,-0.4

# (listing goes on)
SMILES,IL2 activator,EPAC1 antagonist,EPAC1 ag,PLK1 PBD inh,PI5P4Ka inh,WRN helicase inh,EPAC2 agonist,CCT chaperon mod
O=C(NNC(=O)c1c(F)cccc1F)c1ccccc1OC(F)(F)F,4.3,-7%,2%,-4%,-4,-16%,9%,0.0
CCn1c(/C=C/c2ccccc2)nc2ccccc21,-1.7,-1%,4%,-2%,.,1%,1%,0.1
CCCOC(=O)C1=C(C)NC2=C(C(=O)CC(C)(C)C2)C1c1cccnc1 (stereo not drawn),-2.4,4%,13%,-13%,1,-23%[57.1 µM],-1%,-1.0
O=C(N/N=C/c1cc([N+](=O)[O-])ccc1O)c1ccc(COc2ccc3c(c2)CCC3)o1,-1.8,?,-10%,?,-56*,6%,-9%,-2.1
Cc1noc(C)c1NC(=O)N(C)C[C@@H]1OCc2cnnn2CCCC(=O)N([C@@H](C)CO)C[C@H]1C,2.2,1%,0%,-9%,1,0%,2%,-1.1
Cc1cc(S(=O)(=O)NC2CCCC2)ccc1-n1cnnn1,1.2,-12%,11%,-6%,1,-2%[57.1 µM],15%,-0.2
C/C(=N\NC(=O)c1ccc(O)cc1)c1ccc(N2CCOCC2)cc1,0.3,-7%,-1%,-15%,-5,6%[57.1 µM],-1%,-3.6
COC(=O)c1ccc2nc(-c3cccc(Cl)c3)c(Cc3ccccc3OC)n2c1,0.0,0%,0%,-10%,-6,-5%,14%,-1.9
Cc1ccc(SCC(=O)OC(C)C(=O)NC2CCCCC2C)c(C)c1 (stereo not drawn),-0.4,-27%,-1%,-1%,-3,3%,7%,0.7
CN(C)C(=O)c1cccn(Cc2cccc(C(F)(F)F)c2)c1=O,0.6,22%,-1%,6%,-4,2%,2%,-1.1
CCOc1ccc(S(=O)(=O)N2CCN(C(=O)c3cc(-c4ccccc4)nn3-c3ccccc3)CC2)cc1,-2.7,-23%,-3%,-5%,10,3%,6%,-2.3
Cc1cc(C)n(C2CC(=O)N(c3cc(Cl)cc(Cl)c3)C2=O)n1 (stereo not drawn),-0.1,-9%,0%,6%,-1,1%,3%,-1.0
CC(O)(c1cccc(F)c1)c1nc(-c2cnc3ccccc3c2)cs1 (stereo not drawn),-0.2,-26%,-4%,-10%,3,-1%,18%,-0.3
COC(=O)N1C(=O)[C@@](c2ccccc2)(C2CCCCC2)N1C(=O)OC,-0.2,-10%,-5%,?,-2,-14%,3%,1.1
CC(=O)NC(c1ccccc1)c1nc(-c2cncnc2)cs1 (stereo not drawn),0.0,-3%,5%,-10%,-4,-2%,14%,-1.1
COc1ccccc1NC(=O)Cn1nnc(-c2ccccc2NC(=O)c2cc3ccccc3oc2=O)n1,-0.2,5%,6%,2%,.,-15%,-2%,2.7
C=CCCCCc1nc2ccccc2c(=O)n1N,-0.3,-6%,-2%,-8%,2,0%,-6%,0.3
COc1ccc(CC(=O)Nc2cc(S(=O)(=O)N3CCOCC3)ccc2N2CCOCC2)cc1OC,0.4,-7%,-1%,-6%,-9,10%,14%,-19
COc1cc(-c2nnc(-c3cc(-c4ccccc4)nc4ccccc34)o2)cc(OC)c1OC,-1.4,3%,1%,5%,3,-3%,3%,0.4

# Screens deposited in PubChem BioAssay by National Center for Advancing Translational Sciences (NCATS).

# These rows are one share of the data; rates above refer to the full screens.
